Screening data from PubChem.
hERG WT inh: qHTS for Inhibitors of KCHN2 3.1: Wildtype qHTS. Voltage-gated inwardly rectifying potassium channel KCNH2 (Homo sapiens), Q12809. U2OS, BacMam KCNH2, thallium flux FluxOr; hits give low values. activity change, % at 1.84 µM. actives 0.37% (n = 340,000). AID 720551, 2013;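 active = maximum activity change below -70%; inconclusive = maximum activity change between -70% and -50%; inactive = maximum activity change above -50%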; also: % is scaled to controls: 0 for no effect and ±100 for the full control effect
Target sequence (Q12809 whole entry, looked up): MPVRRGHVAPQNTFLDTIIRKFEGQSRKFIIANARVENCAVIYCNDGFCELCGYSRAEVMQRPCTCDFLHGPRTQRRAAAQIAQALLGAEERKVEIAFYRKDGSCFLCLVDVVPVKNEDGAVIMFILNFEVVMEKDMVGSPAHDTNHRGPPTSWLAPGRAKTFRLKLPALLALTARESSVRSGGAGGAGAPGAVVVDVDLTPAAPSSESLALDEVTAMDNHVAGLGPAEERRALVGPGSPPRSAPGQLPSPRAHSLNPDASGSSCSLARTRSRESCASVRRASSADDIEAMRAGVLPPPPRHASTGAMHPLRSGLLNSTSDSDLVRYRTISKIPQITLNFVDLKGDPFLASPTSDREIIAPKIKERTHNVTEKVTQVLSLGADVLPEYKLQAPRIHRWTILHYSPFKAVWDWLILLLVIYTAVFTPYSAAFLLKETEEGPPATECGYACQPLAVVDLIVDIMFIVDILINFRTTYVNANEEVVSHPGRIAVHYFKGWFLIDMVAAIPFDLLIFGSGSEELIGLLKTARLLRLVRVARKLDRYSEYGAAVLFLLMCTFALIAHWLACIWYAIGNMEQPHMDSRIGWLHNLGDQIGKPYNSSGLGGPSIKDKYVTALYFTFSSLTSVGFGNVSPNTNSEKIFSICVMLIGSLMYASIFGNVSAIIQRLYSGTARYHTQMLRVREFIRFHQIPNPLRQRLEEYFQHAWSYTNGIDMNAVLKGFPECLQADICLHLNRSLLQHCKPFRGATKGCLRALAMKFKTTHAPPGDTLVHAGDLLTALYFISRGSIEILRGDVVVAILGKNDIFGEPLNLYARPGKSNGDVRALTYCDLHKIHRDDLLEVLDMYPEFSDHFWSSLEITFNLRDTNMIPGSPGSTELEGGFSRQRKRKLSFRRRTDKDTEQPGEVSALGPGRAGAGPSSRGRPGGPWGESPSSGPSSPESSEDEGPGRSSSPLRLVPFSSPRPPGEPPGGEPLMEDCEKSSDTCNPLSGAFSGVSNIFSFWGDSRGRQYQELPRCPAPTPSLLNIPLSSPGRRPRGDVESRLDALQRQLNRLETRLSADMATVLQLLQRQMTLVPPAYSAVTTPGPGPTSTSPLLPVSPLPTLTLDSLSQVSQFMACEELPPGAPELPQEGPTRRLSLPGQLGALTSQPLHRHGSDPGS
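U2OS cells transduced with wild-type KCNH2 virus are loaded with FluxOr dye for 45 min, and thallium flux is measured in kinetic reads before and after stimulation buffer. Rate constants are normalized to DMSO controls.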
USP2a inh: qHTS Assay for Inhibitors of Ubiquitin-specific Protease USP2a Using CHOP2 as the Reporter. USP2 core, Ub-CHOP2 coupled fluorogenic reporter, 485/531. AID 463254, 2010. actives 0.01% (n = 330,000). Potency, µM (doses to about 38.3 µM), for the others: at the highest dose activity change, negative = inhibition, actives largely listed as inhibitors;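 also: potency is read from the fitted curve at half-maximal effect; plate controls were DMSO wells for no effect and full inhibition by NEM control for full effect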
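Cell-free coupled assay: 10nM USP2 core preincubated 30min RT with compound in Tris-HCl pH 8.0/CaCl2/CHAPS buffer, then 25nM Ub-CHOP2 and 25nM reporter substrate; fluorescence (Ex 485/Em 531) read after 60min RT, normalized to NEM inhibition, concentration-response curves fitted.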
Eya2 phos inh: qHTS Assay for Inhibitors of the Phosphatase Activity of Eya2 | Protein phosphatase EYA2 (Homo sapiens), O00167 | recombinant Eya2, OMFP fluorescence dephosphorylation (OMFP is methylfluorescein phosphate) | Potency, µM (titrated, usually from 76.9 µM), without a hit: at the top dose activity, negative = inhibition, usual class: inhibitors | actives 0.006% (n = 330,000) | AID 488837, 2010; also: potency is read from the fitted curve at half-maximal effect; % is scaled to controls: 0 for no effect and ±100 for the full control effect
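Eya2 (0.2 uM) preincubated 10 min at ambient with compound, then OMFP substrate added at 50 uM; 10 min reaction in 50 mM HEPES pH 7.5, 50 mM NaCl, 5 uM MgCl2, 0.05% BSA, 1 mM DTT. Fluorescence read at Ex 485/Em 525 nm.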
TRPV1 ag: HTS Assay for Compounds that Act as Agonists of the Vanilloid Receptor 1. Transient receptor potential cation channel subfamily V member 1 (Homo sapiens), Q8NER1. TRPV1-expressing cells, Fluo-8 calcium influx, agonist mode. activation, % at 8.33 µM. actives 0.19% (n = 320,000). AID 540275, 2011; in the data active = activation above about 80%; inconclusive = between about 30% and that limit; also: 0% is about no effect
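TRPV1-expressing cells were cultured overnight at 35.5C and loaded with Fluo-8 calcium dye for 40 to 90 min at room temperature. After a 10 s baseline, compound was added and calcium influx was read kinetically for 3 min (ex 480/em 520 nm).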
TSHR antag: Antagonists of the Thyroid Stimulating Hormone Receptor: HTS campaign. activity change, negative = inhibition, % at 11.5 µM. TSHR-expressing cells, TSH-stimulated cAMP HTRF, 2 h; hits give low values. actives 0.2% (n = 330,000);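 active = activity change below a set negative limit, meaning inhibition stronger than a set level, cut at about -70% in these data; inconclusive = activity change between two set negative limits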; also: % is scaled to controls: 0 for no effect and ±100 for the full control effect
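Cell-based HTRF cAMP assay; TSHR cells + compound, TSH EC80 (4nM final), 2 h, 37 deg C. Lysis with anti-cAMP cryptate and cAMP-d2, 30 min RT, read 665/620 nm.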
AT treatment: qHTS Assay for Identifying a Potential Treatment of Ataxia-Telangiectasia | […] A-T fibroblasts, KAP-1 phosphorylation AlphaLISA; neocarzinostatin DNA damage 30 min before lysis | Potency, µM (highest dose often 57.5 µM), for inactives: top-dose activation, hits mostly activators | actives 0.19% (n = 320,000) | AID 485349, 2010; also: potency is read from the fitted curve at half-maximal effect; % of control where 0% means no effect; nearly all actives have a fitted effect of over 45% in size
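hTERT-immortalized A-T patient fibroblasts ([…]), 500 cells/well in OPTI-MEM, 1% FBS, got compounds for 60 min, then NCS for 30 min at 37C. Lysates were then assayed for phospho-KAP-1 by AlphaLISA (anti-pKAP1 donor, anti-KAP1 acceptor beads), 6 hr at 25C.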
ELG1 repair inh: qHTS screen for small molecules that inhibit ELG1-dependent DNA repair in human embryonic kidney (HEK293T) cells expressing luciferase-tagged ELG1. HEK293T ELG1-luciferase reporter, luminescence, 16 h; DNA damage induced by 5-fluorouridine. AID 504467, 2011. Potency, µM (series often up to 46.1 µM), without a hit: top-dose activity change, negative = inhibition, usual class: inhibitors. actives 2.3% (n = 330,000); also: potency is read from the fitted curve at half-maximal effect; % is scaled to controls: 0 for no effect and ±100 for the full control effect; nearly all actives have a fitted effect of over 55% in size
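Overnight (16 hr) co-exposure of 2,000 cells/well to 5-fluorouridine and compound at 37 °C preceded detection. Luciferase was quantified via ONE-Glo luminescence; loss of signal denotes inhibition.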
KCNH2 3.1 inh: qHTS for Inhibitors of KCHN2 3.1: Mutant qHTS | Potassium voltage-gated channel subfamily H member 2, brain isoform KCNH2 3.1 (human) | U2OS KCNH2 3.1, thallium flux FluxOr; hits give low values | activity change, % (tested at about 1.8 µM) | actives 0.95% (n = 340,000);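 active = maximum activity change below -70%; inconclusive = maximum activity change from -70% to -50%; inactive = maximum activity change above -50%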;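 also: thallium influx rate constant from kinetic fluorescence after stimulation buffer; % is scaled to controls: 0 for no effect and ±100 for the full control effect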
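Channel expression came from 3.1 mutant virus (1.77 x 10^8 /mL) applied to suspended U2OS cells for 4 h. Flux was tracked with FluxOr dye plus Red40 quencher, and kinetic rate constants normalized to controls.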
TCR activator: Activators of T cell receptors: qHTS campaign | primary human leukocytes, anti-CD3, IL-2 HTRF, 48 h | Potency, µM (top dose mostly 9.22 µM), inactives show top-dose activation of IL-2 secretion, actives largely listed as activators | 330,000 tested, under 10 active; also: % of control where 0% means no effect
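HTRF read-out of IL-2 secretion: europium cryptate donor excited at 320nm, d2 acceptor emission at 665nm. Cells were primary human leukocytes incubated 48 hr with compounds and a-CD3 beads, supplying TCR signal only.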
Mito fusion yeast: qHTS Assay for Small Molecule Inhibitors of Mitochondrial Division or Activators of Mitochondrial Fusion | S. cerevisiae fusion-defective mutant growth rescue, CellTiterGlo 48 h | Potency, µM (doses to about 46.1 µM), for the others: top-dose growth rescue (activation), usual class: activators | actives 0.23% (n = 320,000);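 also: potency is read from the fitted curve at half-maximal effect; % of control where 0% means no effect; nearly all actives have a fitted effect of over 45% in size; temperature-sensitive fusion mutants such as fzo1-1 at 37 °C on non-fermentable ethanol glycerol medium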
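Read-out: ATP-based luminescence (CellTiterGlo, 10 min ambient) reporting growth of fusion-defective ts yeast after 48 hours at 37C on glycerol/ethanol YPEG medium in the presence of compound.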
* marks the source's active call; other numbers are inactive results; ? = inconclusive; / = no result given; & = joins results of further samples; [ ] = dose if it differs, or a comment. Unless noted, calls follow the shape of the dose curve; as a rule, active = well fitted curve in the direction sought with a large enough effect; inconclusive = small, poorly fitted or top-dose-only effect, or another doubt; inactive = no such curve, though single readings can be large; an effect the other way counts as inactive or inconclusive.

SMILES	hERG WT inh	USP2a inh	Eya2 phos inh	TRPV1 ag	TSHR antag	AT treatment	ELG1 repair inh	KCNH2 3.1 inh	TCR activator	Mito fusion yeast
CC(=O)Nc1ccccc1/C=C/c1ccc2c(C)ccc(O)c2n1	18	0%	2%	-5	-3	12%	-26%	-8	0%[46.1 µM]	23%
O=C(C(c1ccccc1)c1ccccc1)N1CCN(Cc2ccncc2)CC1	-17	1%	-5%[15.4 µM]	3	-3	6%	-17%	7	-1%	2%
N/C(=N\OC(=O)c1ccco1)c1cccc([N+](=O)[O-])c1	0	-1%	2%	3	18	6%[11.5 µM]	?	5	-3%	-1%
Cc1ccc(C(=O)NC(=S)Nc2c(C)ccc3nsnc23)cc1	4	1%	-5%	1	6	1%	-14%	5	20%[46.1 µM]	5%
CS(=O)(=O)Nc1ccc(C2=NN(C(=O)c3ccco3)C(c3ccccc3F)C2)cc1 (stereo not drawn)	34	3%	-7%	?	86	7%	-20%	-5	0%	8%
Cc1ccc(NC2=C/C(=N\S(=O)(=O)c3cccs3)c3ccccc3C2=O)c(C)c1	0	-5%	-24%	-2	-36	-2%	?	-5	2%[46.1 µM]	-17%
Cc1cccc(-c2nsc(SCC(=O)c3ccc(Cl)cc3)n2)c1	-8	3%	0%	-2	1	16%	?	5	4%[46.1 µM]	11%
CCN1CCN(CC(O)COc2ccc(C)c(C)c2)CC1 (stereo not drawn)	4&10	3%	18%[15.4 µM]	-1	2	4%	5%	1&2	1%&6%	-3%
CC(C)Cn1c(SCC(=O)N2CCc3ccccc3C2)nc(O)cc1=O	-1	1%	6%	/	-9	9%	4%	-11	-3%	/
COc1cc(/C=C2\SC(N)=NC2=O)cc(Br)c1O	-23	17%	19%	4	-12	-13%	?	2	/	-5%
O=C(/C=C/c1ccc[nH]1)c1ccc(F)cc1	3	-1%	-2%	24	-10	-3%	?	-4	9%	-9%
Cc1cc(OCC(=O)O/N=C(\N)c2ccccc2)cc(C)c1Cl	10	1%	13%	1	-10	15%	14%	-2	-4%	1%
COc1ccc(CCNC(=O)CCc2nc3ccccc3[nH]2)cc1OC	-12	1%	-3%	-4	-6	-5%	-1%	-3	1%	28%
COc1cccc(NC(=O)c2cc(-c3ccccn3)nc3ccccc23)c1	-21	3%	5%	26	4	-9%	?	3	-7%	16%
Cc1cc(NC(=O)c2ccccc2)ncc1NC(=O)c1cccs1	0	2%	-6%	-1	-32	6%	?	-2	6%	-3%
Cc1ccc(CC(SCc2ccccc2)C(=O)O)cc1C (stereo not drawn)	-20	1%	5%	-4	-5	3%	-4%	19	3%	10%
C/C(=N\NC(=S)Nc1ccccc1C)c1ccc(O)cc1	2	0%	5%	3	-4	2%	1%	-17	-9%	-4%
COc1cccc(C(=O)NCCNC(=O)c2ccccn2)c1	-7	-1%	9%	0	-4	2%	17%	-3	-1%	-3%
CC/C(=N\NC(=O)c1cccnc1)c1ccc2c(c1)OCCO2	-9	1%	9%	4	-1	0%	3%	-2	2%	2%
Cc1ccc(SCC(=O)Nc2ncc(C)s2)cc1	-5	0%	8%	-1	6	16%	?	-19	1%	4%
N#C/C(=C/c1cn(CC(=O)O)c2ccccc12)c1ccc(F)cc1	3	1%	4%	-4	-12	13%	-6%	9	0%[46.1 µM]	-4%
COc1ccc(Cl)cc1S(=O)(=O)Nc1ncn[nH]1	28	3%	11%	-2	4	-3%	12%	-1	-4%	-1%
CC(=O)c1ccc(N2CCN(S(=O)(=O)c3ccc(-c4cnc(C5CC5)o4)cc3)CC2)cc1	4	2%	-5%	1	-39	-2%	?	-3	1%	2%
CN1CCN(C(=O)c2ccc(-c3ccc(Br)cc3)o2)CC1	?	0%	4%	/	/	25%	?	-28	2%	/
CCOC(=O)c1ccc(Nc2ccc(-c3ccc(OC)c(OC)c3)nn2)cc1	2	-1%	-1%	1	13	3%	0%	7	3%	-1%
CN(C)CCCNc1cc(-c2ccccc2)nc2cc(-c3cccc(F)c3)nn12	5	-5%	-26%	-6	-13	0%	?	14	2%	-18%
O=C(/C=C/c1ccccc1)NNC(=O)c1cccnc1	-2	2%	15%	0	-2	6%	12%	24	/	5%
S=C1NC(c2ccccc2)=NCN1c1ccc(Cl)cc1	-23	2%	16%	-3	-1	-4%	?	-11	-19%	3%
CCN1CCN(c2ccc(S(=O)(=O)N3CCCCC3)cc2NC(=O)c2cccc(NC(C)=O)c2)CC1	-28	-6%	-15%	0	1	12%	0%	-44	2%	-9%
COc1ccc(CNC(=O)c2cc3c(s2)CN(Cc2ccccc2)C3)cc1	3	-2%	-1%	19	5	3%	7%	4	-6%	-4%

Retrieved one by one from above, 4 records:
SMILES	hERG WT inh	USP2a inh	Eya2 phos inh	TRPV1 ag	TSHR antag	AT treatment	ELG1 repair inh	KCNH2 3.1 inh	TCR activator	Mito fusion yeast
Cc1ccc(CC(SCc2ccccc2)C(=O)O)cc1C (stereo not drawn)	-20	1%	5%	-4	-5	3%	-4%	19	3%	10%
CC/C(=N\NC(=O)c1cccnc1)c1ccc2c(c1)OCCO2	-9	1%	9%	4	-1	0%	3%	-2	2%	2%
CN1CCN(C(=O)c2ccc(-c3ccc(Br)cc3)o2)CC1	?	0%	4%	/	/	25%	?	-28	2%	/
C/C(=N\NC(=S)Nc1ccccc1C)c1ccc(O)cc1	2	0%	5%	3	-4	2%	1%	-17	-9%	-4%

The listing continues:
SMILES	hERG WT inh	USP2a inh	Eya2 phos inh	TRPV1 ag	TSHR antag	AT treatment	ELG1 repair inh	KCNH2 3.1 inh	TCR activator	Mito fusion yeast
O=C(Cc1ccc2ccccc2c1)NC(Cc1ccccc1)C(=O)O (stereo not drawn)	0	-1%	5%	/	9	11%	26%	3	0%[46.1 µM]	/
O=C(COC(=O)c1cncc(Br)c1)Nc1ccc2c(c1)OCO2	5	3%	-21%	2	-4	1%	-7%	3	1%	-4%
Cc1cccc(CN(C)CCc2ccccn2)c1	-3	-1%	3%	1	-6	3%	15%	1	1%	-4%
O=C(C[n+]1cc(-c2ccccc2)n2c1CCC2)Nc1nc(-c2ccccc2)cs1	-1	0%	-7%	-5	7	0%	21%	-12	4%[46.1 µM]	-3%
CC1CN(C(=O)c2cc(S(=O)(=O)N3CCCCC3)ccc2Cl)CC(C)O1 (stereo not drawn)	24	2%	1%	18	-12	6%	6%	-3	4%	1%
CCC(=O)c1ccc(Oc2nc3c(c(=O)n(C)c(=O)n3C)n2CC)cc1	3	0%	0%	1	-8	6%	15µM*	-7	7%	2%
CCCCN(CCCC)C(=O)c1ccccc1NC(=O)CN1C(=O)c2ccccc2C1=O	-2	0%	-19%	2	7	-4%	9%	4	-3%	8%
CCCN(Cc1ccc(C)cc1)C(=O)c1ccc(CNS(=O)(=O)c2ccc(C(C)=O)cc2)cc1	2	-2%	-19%	2	12	6%	?	2	2%	0%
O=C(CSCc1cc(=O)n2nc(C3CC3)sc2n1)Nc1ccc(F)cc1	-5	5%	4%	0	14	10%	16%	-4	5%	0%
CCN(CC)S(=O)(=O)c1ccc(NC2c3ccccc3C(=O)N2Cc2ccco2)cc1 (stereo not drawn)	7	3%	0%	/	-42	20%	?	-8	5%	-2%
COc1ccc(N2C(=O)c3ccccc3NC23C(=O)N(C)c2ccccc23)cc1 (stereo not drawn)	-16	1%	-7%	7	17	-4%	24%	-1	-2%	0%
O=C(CN(C(=O)c1csnn1)c1cccc(Cl)c1)NC1CCCC1	4	2%	-9%	3	/	-6%	7%	1	-5%	0%
CC1CCCCC1NC(=O)COC(=O)c1c2c(nc3ccccc13)/C(=C/c1ccco1)CC2 (stereo not drawn)	0	?	0%	-1	6	9%	?	-5	-6%[46.1 µM]	3%
Cc1cc(-n2cnnn2)ccc1C(C)C	11	-1%	-2%	0	-5	2%	?	/	-1%	4%
O=C(/C=C/c1ccoc1)c1ccccc1O	-20	-1%	-1%	6	4	-3%	?	7	0%[46.1 µM]	1%
O=C(Nc1cccc(S(=O)(=O)NC2=NCCC2)c1)c1cc(-c2ccccn2)nc2ccccc12	5	-1%	9%	3	-13	11%	-12%	8	6%	-2%

These rows are one share of the data; count on the stated rates, not on these rows.
